Screens as filed in PubChem.
LEDGF integ inh: blocks HIV-1 LEDGF/p75-dependent DNA integration; TR-FRET IN-LEDGF/p75 DNA integration, Eu/Cy5; inhibition, % at 3.7 µM; actives 0.64% (n = 370,000);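 active = inhibition above the screen-wide mean plus 3 SD, cut at about 13% in these data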;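 note: signal is the Cy5 over europium emission ratio at 671 and 618 nm; 0% = plate median of compound wells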
TDP2 inh: TDP2 (human) inhibition, absorbance primary screen | O95551 | recombinant TDP2, T5PNP hydrolysis, p-nitrophenol absorbance 415 nm | inhibition, % at 12.8 µM | actives 0.34% (n = 370,000);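 active = inhibition above the mean of all tested compounds plus 3 SD, set per campaign, cut at about 25% in these data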;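 note: 0% = DMSO with enzyme and 100% = buffer with substrate but no TDP2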
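Incubation: 2 h at 37 °C; Test system: recombinant human TDP2; Quantity: enzyme 120 nM; Read-out basis: percent inhibition; Medium: 50 mM Tris-HCl pH 7.5 with Mg2+, KCl, DTT, BSA; Repeats: single replicate; Compound: 12.8 µM single point, 1% DMSO; Signal: epi absorbance; Reagent: 5 mM T5PNP chromogenic substrate; Benchmarks: no-enzyme high, DMSO-plus-enzyme low.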
ADAM10 inh: ADAM10 inhibition, QFRET primary screen. actives 0.62% (n = 370,000). recombinant ADAM10, EDANS/DABCYL FRET peptide cleavage, 3 h. AID 720582. inhibition, % at 7 µM;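 active = inhibition above a per-campaign cutoff equal to the mean of compounds falling between control-based bounds plus 3 SD, cut at about 20% in these data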;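 note: 0% = DMSO wells while the 100% control is not disclosed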
Tn7 DDE FP: DD(E)-Tn7 binding inhibition, primary FP screen; P02675; FP displacement of FITC-Tn7 peptide from fibrin DD(E); 0% = median of compound wells per plate; inhibition, % at 8.3 µM; actives 0.13% (n = 370,000); AID 720508;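 active = inhibition above the mean of compounds falling within the control limits plus 3 SD of them, cut at about 14% in these data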;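 note: 0% = plate median of compound wells and 100% = 10 µM Aha-Tn7 peptide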
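Measure: % inhibition scaled between sample-field median and high-control FP; Test system: human fibrin DD(E); Quantity: 2 µM final DD(E) protein; Doses: one dose, 8.3 µM nominal; Schedule: compound with protein 10 min, then 3 h after probe, room temperature; Detection: fluorescence polarization; Medium: Tris buffer with calcium and detergent, pH 7.8.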
DDE Tn6 FP inh: inhibitors of Tn6 peptide binding to human fibrin DD(E); P02675; Fibrin DD(E) TRITC-Tn6 fluorescence polarization displacement; inhibition, % at 8.3 µM; actives 0.21% (n = 370,000);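 active = inhibition above a per-campaign cutoff: mean of compounds within control limits plus 3 SD, cut at about 15% in these data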;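 note: 0% = median of all compound wells on the plate and 100% = blocking peptide control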
KLK7 zymogen act: proKLK7 (human) activation, primary screen; purified proKLK7, EDANS-DABCYL substrate fluorescence; 100% is mature enzyme control, 0% vehicle; activation, % at 7 µM; actives 0.9% (n = 370,000);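 active = activation above the mean of all tested compounds plus 3 SD, computed per campaign excluding outliers beyond control limits, cut at about 13% in these data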
Target sequence (P49862 whole entry, looked up): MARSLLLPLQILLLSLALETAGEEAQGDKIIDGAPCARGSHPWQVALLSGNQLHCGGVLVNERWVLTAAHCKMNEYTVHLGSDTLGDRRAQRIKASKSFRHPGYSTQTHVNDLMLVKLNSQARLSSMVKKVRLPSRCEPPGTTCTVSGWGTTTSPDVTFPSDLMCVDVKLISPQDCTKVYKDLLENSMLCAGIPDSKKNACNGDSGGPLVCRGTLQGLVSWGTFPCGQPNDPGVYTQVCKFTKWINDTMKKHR
ADAM17 inh: ADAM17 inhibition, QFRET primary screen | inhibition, % at 6.95 µM | actives 0.83% (n = 370,000) | recombinant ADAM17, EDANS/DABCYL FRET peptide cleavage | AID 720648;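 active = inhibition above the mean of compounds lying between control limits plus 3 SD, set per campaign, cut at about 8.5% in these data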;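 note: 0% = DMSO-only wells as the low control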
ARFGAP1 inhibitor: inhibitors of rat ARFGAP1. Q62848. Arfgap1-stimulated ARF1 GTP hydrolysis, GDP FP detection. inhibition, % at 16.5 µM. actives 0.26% (n = 360,000). AID 651572;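 active = inhibition above a per-plate limit, mean inhibition of low control wells plus 3 SD, cut at about 25% in these data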;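 note: 0% = DMSO wells with enzyme and 100% = wells lacking Arfgap1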
Target sequence (Q62848 1-136 limits assumed): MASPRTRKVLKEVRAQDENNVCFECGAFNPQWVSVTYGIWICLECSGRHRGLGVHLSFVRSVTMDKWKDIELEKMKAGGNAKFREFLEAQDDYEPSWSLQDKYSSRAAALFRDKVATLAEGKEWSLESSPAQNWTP
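System: truncated rat Arfgap1 GAP domain / Medium: HEPES-based buffer, pH 7.5 / Also added: N-terminally truncated human ARF1-GTP substrate / Incubation: enzyme reaction 120 min at 25 °C after 20 min preincubation / Measured by: FP of antibody-bound GDP Alexa 633 tracer, ex 620/em 688 nm / Replicates: singlicate, each compound tested once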
PLC-gamma1 inh: blocks human PLC-gamma1 enzyme activity | P19174 | purified PLC-gamma1, fluorogenic substrate, fluorescence | inhibition, % at 12.2 µM | actives 0.84% (n = 370,000) | AID 720700; in the data active = inhibition above about 9.5%
ASAP1 inh: ASAP1 ArfGAP inhibition. Q9ULH1. ASAP1-stimulated ARF1 GTP hydrolysis, GDP FP detection. inhibition, % at 16.5 µM. actives 0.19% (n = 360,000). AID 624377; in the data active = inhibition above about 25%;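 note: 0% = vehicle with enzyme and substrate and 100% = no enzyme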
Target sequence (Q9ULH1 325-724 limits assumed): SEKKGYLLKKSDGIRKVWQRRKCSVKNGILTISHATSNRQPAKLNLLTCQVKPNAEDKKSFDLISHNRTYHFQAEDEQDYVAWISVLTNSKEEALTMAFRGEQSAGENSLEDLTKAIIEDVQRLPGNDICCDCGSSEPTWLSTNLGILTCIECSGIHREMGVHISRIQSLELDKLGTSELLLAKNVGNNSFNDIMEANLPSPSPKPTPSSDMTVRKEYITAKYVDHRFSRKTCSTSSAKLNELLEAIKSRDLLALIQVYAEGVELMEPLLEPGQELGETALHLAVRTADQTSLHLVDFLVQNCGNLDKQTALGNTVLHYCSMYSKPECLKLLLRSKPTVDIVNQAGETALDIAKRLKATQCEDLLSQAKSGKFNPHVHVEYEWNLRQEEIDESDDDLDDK
* hit, by the source's call; i = inactive; nt = not tested or not shown; & = joins results of further samples.

No. | SMILES | LEDGF integ inh | TDP2 inh | ADAM10 inh | Tn7 DDE FP | DDE Tn6 FP inh | KLK7 zymogen act | ADAM17 inh | ARFGAP1 inhibitor | PLC-gamma1 inh | ASAP1 inh
1 | CCOc1ccc(NS(=O)(=O)c2ccc3c(c2)CCN3C(=O)CCC(=O)O)cc1 | 3 | -12 | 14 | -7 | -6 | -0.6 | 9.8* | -7 | 7 | 2
2 | Cc1ccc(S(=O)(=O)N(CC(=O)NCc2ccco2)c2ccccc2C)cc1 | 0 | 7 | 2 | 2 | -7 | -0.5 | -2 | 2 | -2 | 10
3 | O=[N+]([O-])c1cc(C(F)(F)F)cc([N+](=O)[O-])c1NCCCNc1ccc([N+](=O)[O-])c2cccnc12 | 0 | 5 | -3 | 5 | 4 | 0.3 | -4 | 1 | 4 | -6
4 | CCOC(=O)c1c(/N=C/c2ccc(C)cc2O)sc2c1CCC2 | -1 | 22 | -4 | 0 | -2 | 0.1 | -1 | 9 | -3 | -1
5 | C=CCn1c(O)c(N=Nc2nc3ccccc3c(=O)n2-c2ccccc2)c2ccccc21 | 1 | -6 | -4 | -2 | 5 | -0.5 | -3 | 4 | -3 | 0
6 | C=CC(=O)Nc1ccc(N(C)c2ccnc(Nc3ccc(N4CCN(C)CC4)cc3)n2)cc1 | -1 | -5 | -5 | 3 | 1 | 0.4 | -2 | 0 | 1 | -4
7 | CCNc1nc(Oc2ccc(F)cc2)cc(C(F)(F)F)n1 | 5 | 9 | -2 | 5 | -5 | 0.3 | 1 | 0 | -2 | 0
8 | O=S(=O)(c1ccc2c(c1)OCCO2)N1CCN(S(=O)(=O)c2ccccn2)CC1 | 2 | -5 | -6 | -1 | -3 | 0.1 | -3 | 4 | 2 | -10
9 | O=C(Cc1cc(=O)[nH][nH]1)N/N=C/c1cccc(Cl)c1Cl | 7&2 | -5&7 | 15&12 | 6&5 | -8&-2 | -0.2&0.3 | 6&3 | -16&-1 | 4&3 | -17&-15
10 | CCOC(=O)C(C)c1nn(C)c(=O)c2ccccc12 (stereo not drawn) | 1 | -2 | 2 | -1 | -3 | 0.0 | -4 | -12 | 1 | -2
11 | O=C(c1[nH]c(C(F)(F)F)nc1-c1ccccc1)N1CCN(C/C=C/c2ccccc2)CC1 | -5 | 10 | -12 | 0 | 3 | 0.8 | -6 | 11 | -3 | 5
12 | COc1ccc(-c2cc(C)no2)cc1S(=O)(=O)N1CC(=O)Nc2ccccc21 | 0 | -2 | -9 | -1 | 5 | 0.6 | -7 | 0 | -3 | 10
13 | CC(C)CNc1nc(Oc2ccc(=O)n(-c3ccccc3)n2)nc(N2CCOCC2)n1 | 1 | 6 | -1 | -5 | 0 | 0.7 | -5 | 11 | 0 | 6
14 | Cc1cc(NC(=O)c2cc3cc([N+](=O)[O-])ccc3s2)no1 | -1 | 9 | -11 | 5 | 2 | 0.4 | -5 | -13 | 6 | -9
15 | COC(=O)C1CN(Cc2ccc(OC)cc2)CCS(=O)(=O)N1Cc1cn(Cc2ccc(OC)cc2)nn1 (stereo not drawn) | 0 | -3 | -2 | 3 | 3 | 0.2 | 2 | nt | 3 | nt
16 | CCN1CCN(c2ncnc3c2nnn3Cc2ccccc2)CC1 | -1 | -5 | -7 | -1 | 3 | -0.3 | -5 | -6 | 3 | 13
17 | Cc1ccc(-c2cc(C(=O)Nc3ccc(S(=O)(=O)Nc4nccs4)cc3)c3ccccc3n2)c(C)c1 | 8 | -4 | 40* | 6 | -5 | 0.0 | 20* | 17 | -14 | 4
18 | CCOc1ccc(/C=C/C(=O)OCC(=O)NCCc2ccc(OCC)c(OCC)c2)cc1OC | 4 | 7 | -50 | -2 | 5 | -42 | -19 | -5 | -43 | -4
19 | CCN(CC)S(=O)(=O)c1ccc2[nH]cc(C(=O)NCCc3ccc(OC)c(OC)c3)c(=O)c2c1 | -1 | -2 | -16 | -2 | 1 | -4.7 | -6 | -9 | -2 | -4
20 | Cc1c(NC(=O)CN2C(=O)c3ccccc3C2=O)c(=O)n(-c2ccccc2)n1C | 0 | -2 | -10 | 1 | 4 | 0.0 | -11 | 2 | 1 | -13
21 | CCOc1[nH]n(-c2ccccc2)c(=O)c1C=Nc1ccc(C)cc1 | -1 | 7 | 0 | 4 | 3 | -0.5 | 0 | 1 | 0 | 14
22 | CC(NCc1ccco1)C(=O)N1CCCC1 (stereo not drawn) | -2 | -5 | -11 | 3 | -1 | 0.2 | 1 | nt | -3 | nt
23 | CCCCC1=NN(C(=O)c2cccnc2)C(O)(C(F)(F)F)C1 (stereo not drawn) | 10 | -12 | 9 | 1 | -10 | 0.5 | 0 | 1 | 4 | -13
24 | CCOC(=O)c1c(NC(=O)CC)sc(C(=O)N2CCCCC2)c1C | 2 | -15 | 4 | -9 | -2 | -0.4 | 0 | 3 | 1 | 1
25 | CNc1nc(SCc2ccc(C)cc2)nc2c1CCCC2 | -2 | -10 | 10 | -1 | 4 | 0.5 | 0 | -6 | 1 | 2
26 | COc1ccccc1NC(=O)C(C)OC(=O)Cn1cnc2c1c(=O)n(C)c(=O)n2C (stereo not drawn) | -6 | 11 | -7 | -4 | 1 | 0.6 | -4 | -3 | 3 | -22
27 | CCOC(=O)c1ccc(NC(=O)COc2ccc(S(=O)(=O)NC(C)CC)cc2)cc1 (stereo not drawn) | -1 | 0 | 11 | -3 | -2 | -0.6 | 3 | -8 | 0 | 5
28 | COc1ccc(C)cc1NC(=O)NCc1ccccc1F | -2 | -2 | 3 | 2 | -2 | 0.4 | -2 | 13 | -5 | 4
29 | CC1=NN(CCc2ccccn2)C(=O)CC1 | -1 | 7 | 0 | 4 | 3 | -0.5 | -2 | 3 | 0 | 3
30 | CC(C)CN(C(=O)CSc1ccc2c(c1)OCCO2)c1c(N)n(CC(C)C)c(=O)[nH]c1=O | 4 | -7 | -25 | -1 | 0 | 0.3 | -12 | -6 | -2 | -1
31 | CCCN(Cc1ccccc1)C(=S)NC(=O)c1ccccc1[N+](=O)[O-] | 3 | 4 | 2 | 0 | 0 | 0.2 | -2 | 6 | 0 | 13
32 | C[C@H](CO)N1C[C@H](C)[C@@H](CN(C)C(=O)Nc2ccc3c(c2)OCO3)Oc2c(NC(=O)Nc3ccc(C(F)(F)F)cc3)cccc2C1=O | -3 | -2 | 11 | 2 | -3 | 0.2 | 9.4* | 12 | -13 | -2
33 | COc1ccc(N2CC(C(=O)Nc3nnc(SCC(=O)NCc4ccco4)s3)CC2=O)cc1 (stereo not drawn) | 2 | 12 | -1 | -1 | 2 | 0.2 | -2 | 6 | -3 | 13
34 | CC(=O)Nc1ccc(-c2cc(C(=O)O)c3ccc(C)cc3n2)cc1 | 4 | -11 | i | 3 | 5 | 17* | -283 | -1 | i | 2
35 | C=CCn1c(SCC(=O)N(CCO)CCO)nc2sc3c(c2c1=O)CCC3 | -1 | 10 | 2 | 6 | 5 | -0.3 | -3 | -6 | 4 | -2
36 | Cc1ccc2[nH]c(=O)c(CN(CCc3ccccc3)C(=O)N3CCOCC3)cc2c1 | -2 | 11 | -10 | -8 | 5 | 0.5 | -6 | -3 | -1 | 0
37 | OCCC1CN(Cc2cccc(O)c2)CCN1CCc1ccccc1 (stereo not drawn) | 1 | 6 | -7 | 1 | -4 | 0.1 | -2 | -6 | 1 | 7
38 | Nc1ccc(Oc2c(Cl)cccc2Cl)nc1 | -4 | -2 | -11 | 2 | 2 | 0.7 | -2 | 4 | -1 | -3
39 | Cc1cccc(Cn2c(=O)c3c(nc4n3CCCN4Cc3ccccc3)n(C)c2=O)c1 | -3 | 5 | 4 | -4 | 1 | 0.4 | 0 | 9 | 4 | 8
40 | Cc1nn(-c2ccc(Cl)cc2)c(Cl)c1/C=C(\C#N)C(N)=O | 1 | 4 | -3 | 2 | -5 | 0.1 | 0 | 5 | -5 | -6
41 | Cc1nnc2ccc(-c3cccc(NC(=O)c4ccc(Br)o4)c3)nn12 | -2 | 0 | -12 | -3 | 7 | 0.1 | -7 | 8 | -3 | -3
42 | CCCc1ccc(C(C)NC(=S)NC2CCCCC2)cc1 (stereo not drawn) | 2 | -22 | 6 | -2 | 2 | 0.3 | 2 | 1 | 1 | 4
43 | Cc1cc(C)n2nc(C(=O)NC3CCCc4ccccc43)nc2n1 (stereo not drawn) | -5 | -5 | 3 | 2 | 6 | 0.2 | -1 | 7 | -2 | -8
44 | Cc1cc(OCc2cc(C(=O)N(C)Cc3ccccn3)no2)cc(C)c1Cl | 3 | -13 | -2 | -5 | 6 | 0.1 | 3 | -4 | 0 | 6
45 | Cc1ccc(CN2CCN(Cc3ccc(C)s3)CC2CCO)cc1 (stereo not drawn) | 3 | 2 | 1 | -1 | 3 | -0.3 | 2 | -10 | -1 | 11
46 | CC(=O)NCC(=O)OCC(=O)c1ccc(C)cc1 | 1 | -9 | -7 | 0 | 6 | -0.8 | 0 | 3 | 3 | -21
47 | Cc1onc(-c2ccccc2Cl)c1C(=O)N1CCC(C)CC1 | 1 | -2 | -4 | -3 | 7 | -0.5 | -5 | 4 | -1 | -5
